DUSP3 inh = VHR1 phosphatase inhibitors, primary screen, biochemical, absorbance, uHTS | inhibition, % at 13.3 µM | 290,000 compounds, 0.52% hits | Dual specificity protein phosphatase 3 (Homo sapiens), P51452 | recombinant VHR phosphatase, pNPP absorbance; in the data active means inhibition above about 50%; further: some compounds called inactive have numbers as strong as hits
Target sequence (P51452 whole entry, looked up): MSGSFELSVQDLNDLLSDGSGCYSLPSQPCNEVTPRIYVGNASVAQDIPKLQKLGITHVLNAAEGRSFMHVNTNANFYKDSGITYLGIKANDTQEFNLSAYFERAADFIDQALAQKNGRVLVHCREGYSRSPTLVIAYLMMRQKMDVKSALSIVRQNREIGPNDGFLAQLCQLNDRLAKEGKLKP
PrPC surface inh = inhibitors of human cell surface prion protein PrPC, primary screen, cell-based, TR-FRET | inhibition, % at 13.8 µM | AID 720596, 2013 | TR-FRET read-out | 370,000 compounds, 0.43% hits; in the data active means inhibition above about 24%; further: 0% = median of the test wells and 100% = reference compound wells
MazF activator = activators of E. coli MazEF toxin-antitoxin RNase, primary screen, biochemical, fluorescence, uHTS; Endoribonuclease toxin MazF (Escherichia coli (strain K12)), P0AE70; FAM/BHQ RNA-DNA oligo cleavage fluorescence, 5 h; activation, % at 20 µM; 350,000 compounds, 0.32% hits; AID 504720, 2011; in the data active means activation above about 50%
Anthrax LF inh2 = Bacillus anthracis LF protease inhibitors, primary screen, biochemical, multiplex microsphere, MLPCN library; Lethal factor (Bacillus anthracis), P15917; multiplex microsphere protease cleavage assay; inhibition, % at 10 µM; 360,000 compounds, 0.12% hits; further: plate controls were buffer without enzyme for full effect and enzyme alone for no effect
Target sequence (P15917 whole entry, looked up): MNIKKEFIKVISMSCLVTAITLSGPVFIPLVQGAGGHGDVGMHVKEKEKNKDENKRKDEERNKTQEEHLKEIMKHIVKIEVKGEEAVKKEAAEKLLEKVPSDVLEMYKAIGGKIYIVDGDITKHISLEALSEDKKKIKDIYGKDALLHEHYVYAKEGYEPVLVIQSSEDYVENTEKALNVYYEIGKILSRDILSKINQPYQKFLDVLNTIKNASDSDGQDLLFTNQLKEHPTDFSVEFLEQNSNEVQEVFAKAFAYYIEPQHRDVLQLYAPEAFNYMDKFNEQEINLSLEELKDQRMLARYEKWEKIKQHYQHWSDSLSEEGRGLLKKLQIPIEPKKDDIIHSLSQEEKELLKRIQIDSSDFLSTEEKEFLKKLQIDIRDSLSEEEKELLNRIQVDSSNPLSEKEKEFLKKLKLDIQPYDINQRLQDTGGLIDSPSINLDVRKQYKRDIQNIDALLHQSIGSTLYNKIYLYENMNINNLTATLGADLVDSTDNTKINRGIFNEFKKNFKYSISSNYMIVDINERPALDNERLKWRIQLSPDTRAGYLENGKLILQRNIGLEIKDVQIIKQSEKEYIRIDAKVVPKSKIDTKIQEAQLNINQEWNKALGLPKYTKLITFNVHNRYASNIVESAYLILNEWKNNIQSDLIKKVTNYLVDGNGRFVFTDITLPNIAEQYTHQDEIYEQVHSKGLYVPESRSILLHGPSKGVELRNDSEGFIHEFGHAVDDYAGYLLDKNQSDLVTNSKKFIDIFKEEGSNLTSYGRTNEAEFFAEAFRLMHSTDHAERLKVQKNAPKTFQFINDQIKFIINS
CCHFV vOTU inh = CCHFV vOTU protease inhibitors, primary screen, biochemical, Pep-AMC substrate, fluorescence; 370,000 compounds, 0.55% hits; inhibition, % at 11.5 µM; Crimean-Congo hemorrhagic fever virus L polyprotein viral ovarian tumor (vOTU) protease …; AID 651958, 2012; in the data active means inhibition above about 30%; further: 0% = vehicle wells with enzyme and 100% = no enzyme wells
SARS 3CLpro inh = SARS-CoV 3CLpro protease inhibitors, primary screen, biochemical, quenched FRET. Replicase polyprotein 1ab (Severe acute respiratory syndrome coronavirus), P0C6X7. recombinant SARS-CoV 3CLpro, quenched FRET peptide cleavage. inhibition, % at 6 µM. 290,000 compounds, 0.14% hits. AID 1706, 2009; in the data active means inhibition above about 12%
PriA SSB inh = inhibitors of Klebsiella pneumoniae PriA binding to SSB C-terminal tail, primary screen, biochemical, AlphaScreen. PriA–SSB C-terminal tail interaction (Klebsiella pneumoniae). AlphaScreen SSBct-PriA binding, biotinylated peptide. inhibition, % at 33 µM. 430,000 compounds, 0.6% hits. AID 1272365, 2023; in the data active means inhibition mostly above about 37%, no sharp cut-off; inactive means mostly below about 20%;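 further: plate controls were negative control peptide for no effect and reference peptide for full effect; strong numbers were not always called active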
BoNT-A LC inh2 = BoNT/A light chain protease inhibitors, primary screen, biochemical, flow cytometry, MLPCN library | multiplex microsphere protease substrate cleavage | inhibition, % at 10 µM | 360,000 compounds, 0.17% hits | AID 588499, 2011; further: plate controls were buffer without enzyme for full effect and enzyme alone for no effect
BoNT-F LC inh = BoNT/F light chain protease inhibitors, primary screen, biochemical, flow cytometry, MLPCN library | 360,000 compounds, 0.22% hits | Botulinum neurotoxin type F light chain protease (Clostridium botulinum) | inhibition, % at 10 µM | Multiplex microsphere protease cleavage assay; in the data active means inhibition above about 35%, passing the limit was not always enough; inconclusive means no clear call, values can overlap the other calls; further: plate controls were buffer without enzyme for full effect and enzyme alone for no effect
Rv3671c inh = Rv3671c serine protease inhibitors, primary screen, biochemical, fluorescence polarization, M. tuberculosis H37Rv; P9WHR9; inhibition, % at 5.96 µM; 320,000 compounds, 0.048% hits; in the data active means inhibition above about 38%;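 further: extracellular domain of Rv3671c used as enzyme; 0% = enzyme with DMSO and 100% = no enzyme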
Active calls of the source: *; i = inactive; ? = inconclusive; nt = not tested or not shown; & = joins results of further samples. Unless noted, no stated cut-off is given here; in the data, active means inhibition above about 30%; inconclusive means no clear call, values can overlap the other calls; inactive means below that. An excerpt; the hit share may differ from the screen's.

SMILES	DUSP3 inh	PrPC surface inh	MazF activator	Anthrax LF inh2	CCHFV vOTU inh	SARS 3CLpro inh	PriA SSB inh	BoNT-A LC inh2	BoNT-F LC inh	Rv3671c inh
O=C1CCC[C@@H]2CC(N3CCCCC3)C[C@@H]3CCN1[C@H]23 (some centres undefined)	nt	-2.7	2.5	1.9	-6.2	nt	-2.3	0.0	0.5	nt
CCn1c(COc2ccccc2)nc2ccccc21	11.8	-7.4	2.7	2.4	-5.2	5.4	-9.9	-0.4	-8.0	9.5
CCc1nn2c(=O)c(S(=O)(=O)Nc3cccc(F)c3)c(C)nc2s1	7.4	13.8	9.2	0.5	8.8	-3.1	-16.9	-0.9	5.8	4.3
CCN(CC)S(=O)(=O)c1cccc(NC(=O)CNc2cccc(S(=O)(=O)N3CCCC3)c2)c1	32.2	20.8	-2.0	3.2	1.8	1.3	1.0	0.0	-14.2	-13.3
Cc1ccc(C(=O)OCC(=O)Nc2ncc(Cl)cc2Cl)cc1NC(=O)c1ccco1	15.8	7.4	-3.4	-7.5	-9.7	-2.4	-13.2	-4.4	-33.4	3.1
C=CCNC(=O)C1CCN(S(=O)(=O)c2ccc(Br)cc2)CC1	-5.4	1.6	5.1	-1.6	10.3	-1.8	-3.6	-0.1	-3.5	13.1
O=C1CC2(CCN(S(=O)(=O)c3ccccc3F)CC2)Oc2ccccc21	nt	-7.9	7.4	-2.7	-5.0	nt	-14.4	-1.0	14.2	8.6
Cc1cc(NC(=O)CCC(=O)N(Cc2ccco2)C2(C(=O)NC3CCCC3)CCC(C)CC2)no1 (centres undefined)	47.4	1.6	-10.0	0.9	7.9	-1.2	4.3	0.2	-7.8	-8.0
Cc1cc(C)c2nc(SCCC#N)nc(C)c2c1	17.4	-0.5	-3.2	-2.8	16.5	2.9	-23.4	1.3	?	1.2
COc1cccc2sc3cc(C#Cc4ccccn4)ccc3c(=O)c12	nt	12.5	-13.7	23.7	-5.6	nt	46.0*	13.1	13.8	-38.6
Cn1cc(Cl)c(C(=O)NC2CCCCCC2)n1	-13.2	2.8	2.6	1.3	-0.1	-2.1	6.6	-0.7	-14.2	1.2
COC(=O)C[C@H]1C[C@@H]2c3cc(NC(=O)Nc4ccc(F)cc4)ccc3O[C@@H]2[C@@H](CO)O1	nt	-7.5	2.7	1.4	1.7	nt	nt	-0.8	-6.3	nt
CCC(C)NC(=O)c1ccc(C(=O)c2ccccc2)cc1 (centres undefined)	18.4	-5.8	9.0	-3.0	3.3	-1.2	5.9	0.5	2.5	3.2
COc1ccc(N2CCN(c3nc(Cl)nc(Nc4ccc(F)cc4)n3)CC2)cc1	3.5	-7.2	7.9	-1.2	-11.0	-1.9	2.9	0.1	-2.6	3.4
Cc1ccccc1C(=O)N1CCC(C(=O)N(CC(C)C)c2c(N)n(CC(C)C)c(=O)[nH]c2=O)CC1	nt	-0.1	-14.3	-7.5	11.3	nt	-9.2	-19.7	-36.1	-11.1
CC(=O)N1CCc2ccc(S(=O)(=O)Nc3ccccc3Cl)cc21	30.2	-0.6	-4.7	-3.1	-3.5	-0.1	-18.4	0.0	2.2	-5.3
CCC(=O)N(C1=C(NC)C(=O)c2ccccc2C1=O)C(C)C	-10.8	-44.3	3.8	-0.1	46.5*	10.2	6.2	0.0	-5.2	-38.2
CCc1c(C)nc(SC/C=C/c2ccccc2)[nH]c1=O	41.9	nt	2.5	-0.5	nt	-5.1	-12.0&-8.4	-1.4	-9.6	-1.1
CCOc1cccc(C2NCc3ccccc3-n3cccc32)c1O (centres undefined)	37.3	-1.0	5.3	-1.6	13.9	-0.3	14.8	0.9	12.7	-1.1
COC(=O)C1=C(C)N(Cc2cccnc2)C(=O)/C1=C\c1cccs1	25.1	8.6	nt	nt	8.8	1.2	nt	nt	nt	-11.6
CC(C)C[C@H](NP(=O)(O)O[C@@H]1O[C@@H](C)[C@H](O)[C@@H](O)[C@H]1O)C(=O)N[C@@H](Cc1c[nH]c2ccccc12)C(=O)O	nt	8.5	10.1	-0.4	-1.7	nt	1.4	-0.2	-5.7	1.5
NC(=O)/C(=N\OC(=O)c1ccco1)c1nc(-c2ccc(Br)cc2)cs1	20.8	-10.5	-13.7	-3.5	19.3	-0.8	nt	-2.0	-17.2	-2.4
CC1CCc2c(C(=O)Nc3ccc(OC(F)(F)F)cc3)csc2C1 (centres undefined)	-11.0	2.4	4.5	0.6	24.2	2.1	-9.6	-1.6	-8.0	6.0
COc1ccc(C(=O)C2=NN(C(C)=O)CC2c2ccco2)cc1 (centres undefined)	8.5	-1.2	0.6	-0.4	0.0	5.7	12.0	0.5	1.4	2.3
COc1cc(OC)cc(-c2c(-c3cccs3)c3cc(-c4ccc(OC)nc4)ccc3n2C)c1	nt	-6.6	-3.7	0.2	-1.5	nt	8.8	0.5	1.1	2.6
Cc1ccc(NC(=O)c2ccccc2OCc2ccc([N+](=O)[O-])cc2)nc1	19.1	3.9	1.6	2.9	-9.8	1.1	-2.4	-1.1	0.5	-2.8
Cc1ccc(S(=O)(=O)N2C[C@H]3C(=O)C[C@@H](c4ccccc4)N(S(=O)(=O)c4ccc(C)cc4)[C@H]3C[C@H]2c2cccc(C)c2)cc1	nt	16.9	nt	0.6	4.8	nt	nt	-0.2	-2.3	nt
CCOc1ccc(OCC(=O)OCc2cc(=O)n3cc(Br)ccc3n2)cc1	nt	-10.5	9.5	7.3	2.5	nt	-5.4	0.0	-6.0	4.8
Cc1[nH]c2ccc(C(=O)NCCCN3CCCCC3)cc2c1C	56.7*	1.7	-18.1	1.8	-1.3	-0.7	5.7	1.5	-3.9	4.8
CC(=O)Nc1ccc(NC(=O)c2c(-c3ccccc3Cl)noc2C)cc1	22.4	-3.3	7.4	-2.9	-1.0	-3.5	-0.8	-0.5	-17.5	-1.1
FC(F)(F)c1cc(-c2ccccc2)nc(NCC2CCCO2)n1 (centres undefined)	24.2	-0.9	-0.7	-1.1	6.3	0.5	-19.2	-0.2	-8.0	-1.0
CCn1c(SCC(=O)OC)nnc1-c1ccncc1	3.3	-3.1	1.5	-2.1	3.7	1.1	9.9	-0.7	-12.8	4.8
O=C(COC(=O)CCN1C(=O)C2CC=CCC2C1=O)Nc1ccc([N+](=O)[O-])cc1 (centres undefined)	nt	-0.4	-4.6	12.5	13.7	nt	-6.8	1.9	4.9	10.5
COC(=O)c1ccccc1NC(=O)NC1CCCC1	21.2	-1.8	-4.5	-1.0	1.1	4.5	12.3	-0.2	0.3	1.2
COc1ccc(OCC(=O)c2c[nH]c3ccccc23)cc1	2.7	5.8	3.3	2.9	1.5	1.7	-2.9	-1.7	-11.6	3.7
COc1ccc(CC(=O)Nc2cccc(-c3nnc(-c4ccco4)o3)c2)cc1	18.6	4.5	-9.6	0.2	2.6	-0.3	-12.8	0.0	-5.5	-7.4
COc1ccc(S(=O)(=O)N(C)C)cc1NC(=O)CCNC(=O)c1ccccc1OC	nt	4.2	13.9	6.7	7.0	-3.4	-15.6	-3.8	-6.5	5.8
O/N=C/c1cc(Br)cs1	26.9	-6.3	3.4	6.2	-2.8	1.3	i	-7.2	?	8.9
O=[N+]([O-])c1cccc(C=Nc2cc3c(cc2Br)OCCO3)c1	3.4	9.7	14.8	-0.3	-2.5	1.9	13.4	-1.0	-15.7	-6.6
NC(=S)c1cc2ccc(O)cc2oc1=O	20.9	-17.7	-7.3	1.1	-57.4	-4.9	-4.1	-0.2	7.0	nt

Filtered by structure: those above containing a nitro group on carbon (three)
SMILES	DUSP3 inh	PrPC surface inh	MazF activator	Anthrax LF inh2	CCHFV vOTU inh	SARS 3CLpro inh	PriA SSB inh	BoNT-A LC inh2	BoNT-F LC inh	Rv3671c inh
Cc1ccc(NC(=O)c2ccccc2OCc2ccc([N+](=O)[O-])cc2)nc1	19.1	3.9	1.6	2.9	-9.8	1.1	-2.4	-1.1	0.5	-2.8
O=C(COC(=O)CCN1C(=O)C2CC=CCC2C1=O)Nc1ccc([N+](=O)[O-])cc1 (centres undefined)	nt	-0.4	-4.6	12.5	13.7	nt	-6.8	1.9	4.9	10.5
O=[N+]([O-])c1cccc(C=Nc2cc3c(cc2Br)OCCO3)c1	3.4	9.7	14.8	-0.3	-2.5	1.9	13.4	-1.0	-15.7	-6.6

(listing goes on)
SMILES	DUSP3 inh	PrPC surface inh	MazF activator	Anthrax LF inh2	CCHFV vOTU inh	SARS 3CLpro inh	PriA SSB inh	BoNT-A LC inh2	BoNT-F LC inh	Rv3671c inh
CCN(c1cc(C)cc(C)c1)S(=O)(=O)c1nnc(NC(=O)C(C)(C)C)s1	-11.0	4.5	4.2	-12.7	-2.7	3.7	1.1	-3.5	?	nt
Cc1nn(-c2ccccc2)c2c1C(=O)NC(=O)C(C)(C)C2	16.7	2.4	6.9	0.3	1.5	0.9	-25.3	-0.1	10.6	-3.0
COc1ccccc1Nc1nc(-c2ccc([N+](=O)[O-])cc2)nc2ccccc12	nt	-4.5	-0.1	0.5	17.5	-4.5	1.8	1.8	4.2	4.6
CO[C@@H]1[C@@H](OC(N)=O)[C@@H](O)C(Oc2ccc3c(O)c(NC(=O)c4ccc(O)c(CC=C(C)C)c4)c(=O)oc3c2C)OC1(C)C (some centres undefined)	nt	5.5	17.7	-1.8	0.5	nt	-2.2	-0.4	-3.7	4.5
Cc1cc2nc(-c3ccc(F)cc3)c(Cc3ccsc3)n2c(C)c1Br	nt	-4.5	nt	4.0	1.7	nt	nt	1.6	6.4	nt
CC(=O)OC1N=C(c2ccccc2Cl)c2cc(Br)ccc2NC1=O (centres undefined)	0.4	1.8	1.0	1.9	-8.3	5.0	-2.5	-0.7	-8.7	3.5
OC1CCN(c2c3c(nc4cc(-c5cccc(F)c5)nn24)CCCC3)CC1	-5.6	-4.2	4.3	-0.6	4.1	5.5	-25.5	0.6	4.2	-20.1
COc1nc(N2CCCC2)nc(-n2nnc(C(C)=O)c2C)n1	8.2	-3.0	3.4	-4.9	-7.6	-2.6	-9.0	-0.1	-0.4	4.0
COc1ccc(C(=O)N2CCOC2CNC(=O)C(=O)NCc2ccccn2)cc1 (centres undefined)	nt	4.4	2.8	-3.9	-3.6	nt	nt	0.0	-3.1	nt
CCn1c(=O)cc(SCC(=O)Nc2cccnc2)c2ccccc21	2.0	6.4	-7.9	-0.2	0.4	4.2	-2.7	-0.8	-2.5	-3.5
Cc1cccc(-n2ncc3c2CCCC3NC(=O)Cc2c(C)noc2C)c1C (centres undefined)	-2.5	6.5	-5.7	-4.1	11.4	3.7	-9.0	-2.8	-0.1	1.9
CCOC(=O)N1CCN(c2cc(N3CCN(CC)CC3)c(F)cc2[N+](=O)[O-])CC1C (centres undefined)	24.9	-13.8	-4.8	-5.3	9.9	-2.1	-1.3	3.2	0.8	-0.4
O=C(COc1ccc(/C=N/NC(=O)c2ccccc2O)cc1)Nc1ccc([N+](=O)[O-])cc1	-1.0	1.4	-3.3	-4.2	0.7	-4.8	nt	-0.9	-5.2	5.4
CC(=O)c1cc(C#N)c(SCC(=O)OC(C)(C)C)nc1C	10.3	5.9	5.7	-0.6	12.1	4.2	-4.6	0.7	4.3	-5.3
